IL1B secr inh: inflammasome signaling inhibition, IL-1 beta readout; THP-1 LPS/ATP IL-1B secretion, AlphaLISA, 16 h; stronger effect = lower value; activity change, % at 57.5 µM; actives 4.7% (n = 360,000); in the data active = activity change below about -50%; inconclusive = mostly about -30% to -49%; note: % is set by controls: 0 for no effect and ±100 for the full control effect
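THP-1 cells pretreated 1 hr with compounds (up to 57.5 uM final), then stimulated with LPS (250 ng/mL final) plus ATP (1.25 mM final); secreted IL-1B measured by AlphaLISA after 16 hr, decreased signal indicating inhibition.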
SW480 rerep: induces DNA re-replication in SW480 colon adenocarcinoma cells; SW480 DNA re-replication, Hoechst DNA content imaging, 48 h; Potency, µM (highest dose often 46.1 µM), for inactives: at the top dose re-replication activation, most hits filed as activators; actives 1.8% (n = 340,000); AID 624297; note: potency is the fitted concentration of half-maximal effect; % of control where 0% means no effect; nearly all actives have a fitted effect of over 55% in size
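Image-based read-out: total Hoechst fluorescence of nuclei (405 nm excitation, 500-530 nm emission), with hits raising the fraction of high-intensity nuclei. SW480 colon cells incubated 48 hr with compounds at 37 C.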
HT1080 IDH1KD tx: kills HT-1080 cells with IDH1 knockdown | HT-1080 IDH1 knockdown viability, ATP luminescence, 48 h | Potency, µM (highest dose often 46.1 µM), for the others: at the highest dose activity, negative = toxicity, most hits filed as cytotoxic | actives 2% (n = 360,000);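 note: potency is the fitted concentration of half-maximal effect; 0% = DMSO wells and -100% = cell-free medium wells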
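Cytotoxicity counter-line: IDH1KD HT-1080, 48 h, CellTiter-Glo. Curves classed by r2, magnitude and activity.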
HT1080NT lethal: kills 2HG-producing HT-1080-NT fibrosarcoma cells. HT-1080-NT fibrosarcoma viability, CellTiter-Glo ATP luminescence, 48 h. Potency, µM (titrated, usually from 46.1 µM), without a hit: at the highest dose activity, negative = less viability, hits mostly cytotoxic. AID 686970. actives 1.6% (n = 360,000);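 note: NT is the 2HG producing partner of a matched IDH1 knockdown line; potency is the fitted concentration of half-maximal effect; 0% = DMSO-treated cells and -100% = media-only wells without cells; nearly all actives have a fitted effect of over 55% in size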
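Read-out is CellTiter-Glo luminescence after 10 minutes at room temperature, following 48 hours' compound treatment of HT-1080-NT cells (750 cells/well, RPMI, 5% FBS, 37 degrees C).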
MCF10A rerep: induces DNA re-replication in MCF 10a normal breast cells. actives 2.9% (n = 350,000). MCF 10A DNA re-replication, Hoechst nuclear intensity, 48 h. Potency, µM (titrated, usually from 46.1 µM), inactives show top-dose activity, positive = re-replication, hits mostly activators; note: potency is the fitted concentration of half-maximal effect; % of control where 0% means no effect; nearly all actives have a fitted effect of over 50% in size
KB-3-1 cytotox: kills parental KB-3-1 adenocarcinoma cells. KB-3-1 viability, CellTiter-Glo ATP luminescence, 72 h. Potency, µM (series often up to 46.1 µM), without a hit: at the top dose activity change, negative = cytotoxic, usual class: cytotoxic. actives 1.4% (n = 400,000). AID 1347075; note: potency is the fitted concentration of half-maximal effect; % is set by controls: 0 for no effect and ±100 for the full control effect; nearly all actives have a fitted effect of over 60% in size
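Luminescent ATP read-out (CellTiter-Glo) measures survival of drug-naive KB-3-1 cells after 72 h compound exposure at 37 °C. Titration series was screened from lowest to highest concentration, with DMSO vehicle plates as background controls.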
ATXN2 expr inh: ATXN2 expression inhibition | actives 0.72% (n = 360,000) | HEK-293 ATXN2-luciferase reporter, luminescence, 24 h | Potency, µM (titrated, usually from 57 µM), for the others: at the highest dose activity change, negative = inhibition, hits mostly inhibitors; note: potency is the fitted concentration of half-maximal effect; % is set by controls: 0 for no effect and ±100 for the full control effect; nearly all actives have a fitted effect of over 55% in size
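qHTS (up to 57 uM final) was run with 24 h compound exposure of reporter cells at 37 °C. Each well was multiplexed: SteadyGlo luminescence measured ATXN2-luciferase expression after a fluorogenic Gly-Phe-AFC viability readout (25 uM final).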
KB-V1 cytotox: KB-V1 MDR subline cytotoxicity; KB-V1 MDR cells viability, CellTiter-Glo, 72 h; Potency, µM (top dose mostly 46.1 µM), for the others: at the highest dose activity change, negative = cytotoxicity, most hits filed as cytotoxic; actives 3.4% (n = 400,000); AID 1347076; note: potency is the fitted concentration of half-maximal effect; % is set by controls: 0 for no effect and ±100 for the full control effect; nearly all actives have a fitted effect of over 60% in size
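Compound-treated KB-V1 multidrug-resistant cells, 72 h, 37 degrees C; viability by CellTiter-Glo. Fitted qHTS curves give the values.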
ATXN viability: viability counter-screen for ATXN expression inhibitors; S2 cells (HEK-293 line with an ATXN2-luciferase reporter) viability, CellTiter-Fluor protease fluorescence, 24 h; Potency, µM (top dose mostly 56.7 µM), usual class: cytotoxic; actives 0.49% (n = 400,000); note: potency is the fitted concentration of half-maximal effect; nearly all actives have a fitted effect of over 40% in size
* marks the source's active call; other numbers are inactive results; i = inactive; u = inconclusive; x = not tested or not shown; & = joins results of further samples; [ ] = remark or other dose. Unless noted, calls come from the whole dose curve; as a rule, active = well fitted curve in the direction sought with a large enough effect; inconclusive = small, poorly fitted or top-dose-only effect, or another doubt; inactive = no such curve, though single readings can be large; an effect the other way counts as inactive or inconclusive.

no.	structure	IL1B secr inh	SW480 rerep	HT1080 IDH1KD tx	HT1080NT lethal	MCF10A rerep
1	Cc1ccc(S(=O)(=O)N2CCCN(C(=O)c3cc4ccccc4[nH]3)CC2)cc1	-61*	4%	-17%	-7%	u
2	Cc1ccc(NC(=O)c2oc3ccc(S(=O)(=O)N4CCOCC4)cc3c2C)cc1C	20	1%	-26%	-29%	5%
3	Cc1ccc(OCC(=O)NNC(=O)c2ccc(-n3cncn3)c([N+](=O)[O-])c2)cc1	3	-3%	13%	8%	1%
4	CC(CCc1ccccc1)NC(=O)CN1CCc2ccccc2C1 (stereo unspecified)	-5	22%	0%	-4%	2%
5	CCc1ccc(OCc2nnc(-c3ccccc3Br)o2)cc1	-8	-5%	6%	3%	4%
6	O=C(O)CSCCn1cccn1	-7	-18%	8%	9%	0%
7	CCN(c1ccccc1)S(=O)(=O)c1cc2c(cc1C)N(C)CCO2	-23	3%	10%	0%	7%
8	CCCOC(=O)C[N+](C)(C)CCOC1CC2CCC1(C)C2(C)C (stereo unspecified)	-28	-1%	-5%	-1%	-23%
9	CCOC(=O)C1C(c2cccc(F)c2)NC(=S)NC1(O)C(F)(F)F (stereo unspecified)	22	u	11%	1%	7%
10	CC(C)(C)OC(=O)N1CCC(NC(=O)c2[nH]cnc2C(=O)N[C@@H](Cc2ccccc2)C(=O)OCc2ccccc2)CC1	-58*	u	u	u	15µM*
11	CCn1nc(C)c(Oc2ccccc2O)c1C	88	-9%	-10%	2%	11%
12	CCOC(=O)CSc1nc(N)c(C#N)c(-c2cccs2)c1C#N	-3	2%	-1%	5%	-3%
13	CCn1c(COc2ccc(C)cc2)nnc1SCC(=O)Nc1ccc2c(c1)OCCO2	-10	1%[9.22 µM]	-4%	-2%	12%
14	CC1(C)CC(N2CCCCC2)=CC(=[N+]2CCCCC2)C1	-70*	-9%	u	4.1µM*	24%
15	COc1cccc(CN2C(=O)c3ccccc3S2(=O)=O)c1	21	1%	-2%	-1%	6%

no.	KB-3-1 cytotox	ATXN2 expr inh	KB-V1 cytotox	ATXN viability
1	0%	55%[activator]	u	i
2	-15%	-22%	21%	u
3	-5%	5%	3%	i
4	-2%	-29%	u	i
5	-4%	15%	u	i
6	19%	-3%	5%	i
7	-5%	6%	13%	i
8	0%	-2%	-5%	i
9	-6%	-10%	-20%	i
10	u	0%	u	u
11	-29%	-37%	-3%	u
12	11%	-3%	4%	i
13	-3%	5%	-2%	i
14	5.8µM*	u	6%	u
15	-1%	3%	0%	i

Shown with two lines to a compound: 2 of the compounds above
Every second line gives: IL1B secr inh | SW480 rerep | HT1080 IDH1KD tx | HT1080NT lethal | MCF10A rerep | KB-3-1 cytotox | ATXN2 expr inh | KB-V1 cytotox | ATXN viability
[4] CC(CCc1ccccc1)NC(=O)CN1CCc2ccccc2C1 (stereo unspecified)
  -5 | 22% | 0% | -4% | 2% | -2% | -29% | u | i
[7] CCN(c1ccccc1)S(=O)(=O)c1cc2c(cc1C)N(C)CCO2
  -23 | 3% | 10% | 0% | 7% | -5% | 6% | 13% | i

Carrying on:
no.	structure	IL1B secr inh	SW480 rerep	HT1080 IDH1KD tx	HT1080NT lethal	MCF10A rerep
16	CCOC(=O)c1[nH]c2ccc(Br)cc2c1NC(=O)CCN1CCC(C(=O)OCC)CC1	-64*	u	-16%	-22%	26µM*
17	CCc1ccc(Nc2ncnc3nc[nH]c23)cc1	-24	3%	0%	27%	u
18	COc1cc2c(cc1OC)C1=C(C#N)CCC(=O)N1CC2	-6	-7%	-3%	-16%	2%
19	CCc1cc2c(=O)n(CC(C)C)cnc2s1	-8	234%	1%	3%	-9%
20	Cn1nccc1C(=O)N/N=C/c1c(O)ccc2ccccc12	286	u	u	u	16µM*
21	CCOC(=O)N1CCN(C(=O)/C(=C\c2ccc(SC)cc2)NC(=O)c2ccccc2)CC1	8	-3%	-11%	-2%	0%
22	COc1ccccc1-c1ccc([C@@H]2C[C@H]3[C@@H](CN2)CON3C)cc1	-4	x	-3%	-5%	x
23	O=C(Cc1cccc2ccccc12)N/N=C/c1ccc(F)cc1	22	-2%	-35%	-29%	-3%
24	CC(NC(=O)C1CC=CCC1C(=O)O)C1CC2CCC1C2 (stereo unspecified)	26	-8%	2%	11%	-1%
25	COc1ccc(CCNC(=O)CCCOc2ccc(C)cc2)cc1OC	6	-2%	2%	3%	-1%
26	Nc1c(C(=O)Nc2cccc(C(=O)O)c2)sc2nc3c(cc12)CCCC3	5	u	13%	18%	u
27	C=CCNC(=S)NC(=O)c1ccc(C)c(Br)c1	0	-4%	5%	5%	-3%
28	CCOC(=O)c1ccccc1NC(=O)COC(=O)c1ccccc1C(=O)N(C)c1ccccc1	-2	-65%[inhibitor]	-20%	-6%	4%
29	CCN1C(=O)[C@H]2[C@@H](c3ccc(-c4ccc(C(C)=O)cc4)c(OC)c3)N3CCCC[C@@]3(C(=O)OC)[C@H]2C1=O	-14	-1%	-11%	0%	-4%
30	Cc1ccc(SCC(=O)NNC(=O)CCS(=O)(=O)c2ccccc2)cc1	10	-12%	-1%	0%	-6%

no.	KB-3-1 cytotox	ATXN2 expr inh	KB-V1 cytotox	ATXN viability
16	u	0%	u	i
17	-6%	26%	-6%	i
18	16µM*	u	4.6µM*	i
19	8%	29%	u	i
20	7.3µM*	u	u	i
21	4%	7%	3%	i
22	5%	7%	11%	i
23	-3%	-4%	8%	i
24	-2%	-8%	-5%	i
25	-24%	-13%	u	i
26	-2%	4µM*	0%	i
27	3%	14%	2%	i
28	1%	-4%	u	i
29	0%	1%	-2%	i
30	x	-2%	x	i

Arranged by the number under SW480 rerep (high to low): three from the list above
entry	SMILES	SW480 rerep
12	CCOC(=O)CSc1nc(N)c(C#N)c(-c2cccs2)c1C#N	2%
3	Cc1ccc(OCC(=O)NNC(=O)c2ccc(-n3cncn3)c([N+](=O)[O-])c2)cc1	-3%
6	O=C(O)CSCCn1cccn1	-18%

Next entries
no.	structure	IL1B secr inh	SW480 rerep	HT1080 IDH1KD tx	HT1080NT lethal	MCF10A rerep
31	COc1ccc(-n2c(=S)[nH]c3cc(C(=O)NCCCN4CCCC4=O)ccc3c2=O)cc1	22	0%	7%	6%	14%
32	Cc1ccc(S(=O)(=O)Nc2c(C(=O)O)[nH]c3ccccc23)cc1C	32	5%	-3%	-2%	0%
33	Cc1ccc(S(=O)(=O)N2CCCCC2C(=O)N2CCN(c3ccccc3F)CC2)cc1 (stereo unspecified)	12	1%	4%	6%	2%
34	CCOc1ccc(C(=O)NC(=S)Nc2ccccn2)cc1[N+](=O)[O-]	26	-4%	3%	0%	18%
35	O=C(COc1cc(Cl)c(Cl)cc1Cl)N1CCN(c2ccccn2)CC1	-16	14%	7%	0%	7%
36	COc1cc(/C=C/CNC[C@H]2O[C@@H](n3ccc(=O)[nH]c3=O)[C@H](O)[C@@H]2O)ccc1O	35	0%	4%	9%	-4%
37	O=C(NCC(=O)N1CCN(c2ccccc2)CC1)c1ccccc1	-4	-3%	2%	5%	5%
38	COc1ccc(NC(=O)NNc2cc(N3CCOCC3)nc(N3CCOCC3)n2)cc1	-8	1%	-1%	2%	11%
39	O=C(CN1CCC(O)(c2ccc3c(c2)OCO3)CC1)OC1CCCCC1	-2	0%	0%	8%	9%
40	COc1ccc(NC(=O)Cn2cnc3c(nc4n3CCCCC4)c2=O)c(OC)c1	x	x	x	x	x
41	Cc1ccc(-n2ccnc(NCCc3ccc(S(N)(=O)=O)cc3)c2=O)c(C)c1	x	x	x	x	x
42	CC(=O)Nc1ccc(Br)cc1C(=O)C(=O)O	99	16%	0%	0%	18%
43	Cc1ccccc1-c1ccnc2[nH]n(-c3ccccc3)c(=O)c12	16	0%	17%	21%	15%
44	CC(C)C[C@@H](CNCC(=O)[C@H](Cc1ccccc1)NC(=O)c1[nH]cnc1C(=O)N[C@H](CN)CC(C)C)NC(=O)c1nc[nH]c1C(=O)N[C@@H](CC(=O)O)C(=O)O	2	9%	4%	2%	-1%
45	CCC(=O)Nc1ccc(NC(=O)C23CC4CC(CC(C4)C2)C3)cn1	-28	1%	1%	0%	-5%
46	COc1ccccc1N1CCN(S(=O)(=O)c2c[nH]c(=O)[nH]c2=O)CC1	-4	-10%	2%	1%	0%
47	Cc1ccc(C)c(NC(=S)N2CCC(NC(=O)C3CCCCC3)CC2)c1	6	-2%	15%	19%	0%
48	COC(=O)COc1cccc(/C=N/NC(=O)CCSc2ccccc2)c1	-1	-2%	13%	-1%	13%

no.	KB-3-1 cytotox	ATXN2 expr inh	KB-V1 cytotox	ATXN viability
31	4%	2%	30%	i
32	2%	4%	u	i
33	2%	-6%	6%	i
34	0%	15%	-3%	i
35	4%	-5%	-17%	i
36	-2%	4%	-8%	i
37	7%	2%	15%	i
38	-2%	x	-9%	i
39	0%	2%	13%	i
40	17%	6%	11%	i
41	1%	-17%	0%	i
42	0%	-14%	-8%	i
43	-5%&7%	11%&3%	-4%&-12%	i
44	-22%	6%	-1%	i
45	2%	x	-3%	i
46	-10%	0%	-8%	i
47	0%	-14%	-27%	i
48	-8%	-27%	1%	i

Compound activity (PubChem BioAssay)
